# Screening data (PubChem BioAssay)
# GoLoco inh red = blocks human Gai1 binding to RGS12 GoLoco peptide, red readout | P63096 | Gai1:RGS12 GoLoco peptide FP, rhodamine, 10 min | Potency, µM (highest dose often 61.6 µM), for inactives: top-dose activity, negative = inhibition, hits mostly inhibitors | 230,000 compounds, 0.44% hits | AID 880; active = well fitted inhibition curve with a large enough effect, not every such curve was filed as active; inactive = no such curve, though single readings can be large or run the other way; also: % is scaled to controls: 0 for no effect and ±100 for the full control effect; nearly all actives have a fitted effect of over 30% in size; many of its hits are not listed in these tables
# ALDH1A1 block = ALDH1A1 (human) enzyme inhibition; P00352; Purified ALDH1A1, NADH fluorescence, propionaldehyde substrate; Potency, µM (top dose mostly 75.3 µM), without a hit: top-dose activity, negative = inhibition, most hits filed as inhibitors; 220,000 compounds, 7.3% hits; AID 1030; active = well fitted inhibition curve with a large enough effect, not every such curve was filed as active; inconclusive = small, poorly fitted or top-dose-only effect, or another doubt; inactive = no such curve, though single readings can be large or run the other way;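 also: plate controls were no enzyme wells and a reference inhibitor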
# SMN2 splice up = enhancers of SMN2 splice variant expression; Potency, µM (series often up to 46.1 µM), without a hit: top-dose activity change, positive = activation, usual class: activators; HEK293 SMN2-luciferase splicing reporter, luminescence, 30-36 h; 210,000 compounds, 2.8% hits; AID 1458; also: % of control where 0% means no effect; nearly all actives have a fitted effect of over 55% in size
#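 qHTS luciferase splicing reporter: luminescence rises when SMN2 exon 7 is included in transfected HEK293 cells. Compound exposure lasted 30-36 h at 37C, with 4.5 mM final sodium butyrate as control, followed by a ONE-Glo read.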
# TRb-SRC2 inh = disrupts binding of human TR beta to SRC2. P10828. TRbeta-SRC2 peptide binding, fluorescence polarization; receptor liganded with 1 µM T3. Potency, µM (highest dose often 106 µM), for inactives: at the top dose activity change, negative = inhibition, most hits filed as inhibitors. 280,000 compounds, 0.065% hits. AID 1469;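 also: plate controls were bound peptide for no effect and peptide without receptor for full effect; nearly all actives have a fitted effect of over 50% in size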
#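 Quantitative HTS by FP: 0.6 uM TRb LBD, 20 nM labeled SRC2 20-mer, 1 uM T3, 5% DMSO; 5 hr ambient incubation; % activity per concentration and potencies from concentration series.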
# TR SRC2 fluor cs = Texas Red fluorescence interference in TRb-SRC2 counter-screen | TRb/SRC2 Texas Red total fluorescence interference | AID 1479 | Potency, µM (doses to about 106 µM), without a hit: at the highest dose fluorescence change, negative = quenching | 280,000 compounds, 0.29% hits; active = well fitted curve in either direction with a large enough effect; inconclusive = small, poorly fitted or top-dose-only effect; also: % is scaled to controls: 0 for no effect and ±100 for the full control effect
#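 Human TRb ligand-binding domain at 0.6 uM with 20 nM Texas Red SRC2 peptide in Tris buffer containing 1 uM T3 and 5% DMSO, incubated with compound 5 h at ambient temperature. Total fluorescence (555/632 nm) calculated as parallel + 2 × perpendicular.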
# RECQ1 helicase = RECQ1 (human) helicase inhibition; P46063; AID 2549; Potency, µM (series often up to 57.3 µM), for inactives: at the top dose activity, negative = inhibition, hits mostly inhibitors; RECQ1 DNA unwinding, red fluorescence kinetic read; 240,000 compounds, 0.54% hits;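 also: plate controls were vehicle for no effect and no enzyme for full effect; nearly all actives have a fitted effect of over 30% in size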
# Target sequence (P46063 whole entry, looked up): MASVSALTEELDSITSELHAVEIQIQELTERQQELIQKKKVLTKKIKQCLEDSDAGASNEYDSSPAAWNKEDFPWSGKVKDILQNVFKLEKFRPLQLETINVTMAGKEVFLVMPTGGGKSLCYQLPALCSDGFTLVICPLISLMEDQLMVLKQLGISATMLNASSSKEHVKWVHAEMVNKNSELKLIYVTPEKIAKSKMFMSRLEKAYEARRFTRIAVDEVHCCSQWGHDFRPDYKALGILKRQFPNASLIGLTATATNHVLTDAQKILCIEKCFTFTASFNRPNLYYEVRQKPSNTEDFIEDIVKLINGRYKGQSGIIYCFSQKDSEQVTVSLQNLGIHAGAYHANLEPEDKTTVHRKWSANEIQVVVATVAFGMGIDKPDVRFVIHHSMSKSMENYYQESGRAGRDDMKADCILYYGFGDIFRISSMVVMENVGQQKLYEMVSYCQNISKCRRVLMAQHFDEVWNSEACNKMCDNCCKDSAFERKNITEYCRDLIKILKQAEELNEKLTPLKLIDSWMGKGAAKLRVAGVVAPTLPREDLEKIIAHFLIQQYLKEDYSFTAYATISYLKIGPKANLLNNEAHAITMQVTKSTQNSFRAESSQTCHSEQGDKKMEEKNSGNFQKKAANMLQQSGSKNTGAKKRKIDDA
#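 50 nM RECQ1T1 preincubated 15 min with compound in Tris pH 8.0 buffer with MgCl2, DTT, Tween-20 and 2.5 ug/ml poly(dI-dC); started with 200 nM TAMRA/BHQ-2 forked duplex and 2 mM ATP. Unwinding read as fluorescence (525/598 nm), two reads 2 h apart.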
# LMNA splice mod = modulators of lamin A splicing; 200,000 compounds, 0.01% hits; HeLa LMNA splicing GFP/RFP minigene ratio, 48 h; Potency, µM (top dose mostly 46.1 µM), for inactives: at the top dose ratio change, negative = inhibition, actives largely listed as inhibitors; active = well fitted inhibition curve with a large enough effect in the signal ratio, with a control signal flat, not every such curve was filed as active; inconclusive = small, poorly fitted or top-dose-only effect, or effect the other way, or a change in a side signal; the % refers to the signal ratio; also: % is scaled to controls: 0 for no effect and ±100 for the full control effect
#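 Read-out is the ratio of GFP to DsRed2 object intensity, acquired by 488 nm laser-scanning cytometry on HeLa lamin A-EGFP minigene reporter cells. Compound incubation 48 hrs at 37 °C in Opti-MEM with 2% FBS; DMSO 0.5% final.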
# JMJD2E inh = JMJD2E (human) inhibition; JMJD2E catalytic domain, FDH-coupled NADH fluorescence (FDH is formaldehyde dehydrogenase); Potency, µM (titrated, usually from 57.1 µM), inactives show top-dose activity change, negative = inhibition, most hits filed as inhibitors; 230,000 compounds, 1.6% hits; active = well fitted inhibition curve with a large enough effect, not every such curve was filed as active; inconclusive = small, poorly fitted or top-dose-only effect, or another doubt; inactive = no such curve, though single readings can be large or run the other way;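 also: 0% = wells with enzyme and -100% = buffer wells without enzyme; nearly all actives have a fitted effect of over 50% in size; many of its hits are not listed in these tables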
# Target sequence (B2RXH2 1-337 limits assumed): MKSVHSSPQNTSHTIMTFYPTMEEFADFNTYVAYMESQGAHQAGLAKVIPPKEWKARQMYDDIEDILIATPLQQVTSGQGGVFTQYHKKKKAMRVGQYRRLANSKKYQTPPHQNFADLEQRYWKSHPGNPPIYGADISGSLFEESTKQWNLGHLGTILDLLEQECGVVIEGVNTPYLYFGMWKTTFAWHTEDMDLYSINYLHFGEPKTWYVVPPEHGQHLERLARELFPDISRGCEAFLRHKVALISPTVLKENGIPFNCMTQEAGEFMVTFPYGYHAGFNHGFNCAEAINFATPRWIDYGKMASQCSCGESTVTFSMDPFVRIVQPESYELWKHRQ
# Starred values were filed as active, the others as inactive; i = inactive; ? = inconclusive; nt = not tested or not shown; & = joins results of further samples; [ ] = dose if it differs, or a comment. Unless noted, calls follow the shape of the dose curve; as a rule, active = well fitted curve in the direction sought with a large enough effect; inconclusive = small, poorly fitted or top-dose-only effect, or another doubt; inactive = no such curve, though single readings can be large; an effect the other way counts as inactive or inconclusive. Potency is read from the fitted curve at half-maximal effect. Only part of the results is shown; the hit share may differ from the screen's.
# Results follow in this order: RECQ1 helicase, TRb-SRC2 inh, SMN2 splice up, ALDH1A1 block, JMJD2E inh, LMNA splice mod, TR SRC2 fluor cs, GoLoco inh red
CCOC(=O)c1[nH]c2cc3c(cc2c1NC(=O)CN1CCN(CCO)CC1)OCO3
 : 0%, 3%, nt, nt, ?, nt, -3%, -2%
CCOC(=O)c1cnn(-c2nc(-c3ccccc3)cs2)c1C(F)(F)F
 : -13%, 7%, -10%, ?, ?, -3%, -7%, 2%
CCc1nc2oc3cc(OC)ccc3c(=O)c2c(=O)n1-c1ccccc1
 : -6%, -7%, 25µM*, 12%, 4%, 5%, -1%, 9%
Cc1ccc(NC(=O)N2CCCC2C(=O)NCc2cccs2)cc1 (configuration not stated)
 : i, -8%, -15%, 10%, 4%, -3%, -5%, -9%
CCOc1ccc(-c2nnc3ccc(SC)nn23)cc1
 : -5%, 0%, 6%, -1%, -4%, -4%, 2%, 0%
CC1=Nn2c(nc3sc4c(c3c2=O)CCCC4)SC1
 : 0%, 4%, 10µM*, 1%, 2%, ?, -1%, 12%
CCCCCCCC(=O)N/N=C(\C)c1ccc(O)cc1O
 : 2%, 1%, -122%[inhibitor], ?, -8%, ?, -2%, 5%
COC(=O)c1ccc(-c2nc(-c3cccs3)no2)cc1
 : -4%, 11%, 10%, 12%, 5%, -2%, -3%, 13%
CC(C)N(Cc1nc(-c2ccc(Cl)cc2)no1)C(=O)CCC1CCCC1
 : -3%, -12%, -87%[inhibitor], ?, -2%, -9%, -5%, -5%
O=C(NCc1ccco1)c1sc(=S)n2c1[nH]c(=O)c1ccccc12
 : i, -2%, nt, -19%, 2%, ?, -1%, nt
Cn1cccc1/C=N\NC(=O)Cc1ccc(Br)c2ccccc12
 : -3%, -1%, -59%[inhibitor], 1%, 3%, nt, -1%, 10%
O=C(CN1CCCc2ccccc21)NC(=O)NC1CCCCC1
 : i, -4%, 1%, ?, ?, nt, -5%, 6%
CSc1nc(NCCOCCO)c2sc3nc(-c4ccco4)c4c(c3c2n1)CCC4
 : 25µM*, 8%, 18%, ?, ?, 6%, ?, 63%[activator]
COc1ccc(CC(=O)NC(C)c2nnc(SCC(=O)Nc3nc(C)cs3)n2C)cc1 (configuration not stated)
 : 3%, -1%, ?, -1%, 6%, 0%, -6%, 6%
O=C(NCCc1ccccn1)c1cc(-c2ccccc2Cl)nc2ccccc12
 : -2%, 7%, -49%[inhibitor], -7%, -8%, -13%, 0%, 48%[activator]
O=C(Cc1nnc(NC(=O)Nc2ccccc2F)s1)NCc1ccccc1
 : -22%, -1%, nt, nt, 0%, nt, -1%, 8%
Cc1cc(NC(=O)CN2CCCC(C)C2)n(-c2nc3ccccc3s2)n1 (configuration not stated)
 : 16%, 2%, -8%, 1%, 6%, 0%, 1%, 4%
O=C(c1ccc([N+](=O)[O-])cc1)N1CCN(Cc2ccccc2[N+](=O)[O-])CC1
 : i, -5%, ?, 10µM*, 1%, nt, -1%, 1%
CCS(=O)(=O)c1nnnn1-c1ccccc1S(C)(=O)=O
 : -3%, -6%, ?, ?, 10%, ?, -4%, -3%
COCCNC(=S)N/N=C/c1ccc(N2CCOCC2)cc1
 : 5%, 6%, -32%[inhibitor], ?, -12%, ?, -3%, -8%
CCC(Sc1ccc2nnc(-c3ccc(F)cc3)n2n1)C(=O)O (configuration not stated)
 : 11%, -10%, 20%, ?, ?, 5%, -3%, 1%
O=C(CCn1c(=O)[nH]c2ccccc2c1=O)N1CC=C(c2ccccc2)CC1
 : -1%, -3%, nt, 5%, -2%, nt, 1%, 2%
Nn1c(SCC(=O)NCCC2=CCCCC2)nnc1C(F)(F)F
 : i, -4%, -25%, 0%, 5%, -4%, -5%, 1%
CCCCn1c(NCc2cccs2)nc2ccccc21
 : i, -12%, 5%, -2%, 1%, nt, -1%, -10%
CCOC(=O)c1oc2ccccc2c1NC(=O)c1ccc(S(=O)(=O)N2CCCC2)cc1
 : 0%, -14%, -24%, ?, nt, -4%, -1%, 5%
O=C(c1ccc(COc2c(F)c(F)cc(F)c2F)o1)N1CCN(c2ccc(Cl)cc2)CC1
 : -8%, -2%, -25%, ?, 2%, ?, -7%, 12%
CC1CCN(S(=O)(=O)c2ccc3c(c2)C(=NO)c2cc(S(=O)(=O)N4CCC(C)CC4)ccc2-3)CC1
 : -1%, 6%, -98%[inhibitor], -4%, ?, 381%, 2%, 9%
CC1CCN(CCCCOc2ccccc2Br)CC1
 : 12%, 2%, -11%, ?, 3%, ?, 2%, 5%
O=C(CCNS(=O)(=O)c1cccc2nonc12)NC1CCCc2ccccc21 (configuration not stated)
 : -6%, 2%, ?, 14µM*, 1%, 7%, 0%, -4%
CCC1=C(OC(=O)N(CC)CC)N2C(=O)OC(=NCC(=O)OC)[C@]2(Cc2ccccc2)[C@H]2C1=CC[C@H]1C(=O)N(c3ccccc3)C(=O)[C@H]12
 : -8%, 3%&-7%, -12%, ?, -13%&4%, nt, -4%&-2%, 9%&5%
O=C(CCCCn1c(=O)[nH]c2ccsc2c1=O)NCc1cccnc1
 : -1%, -12%, 7%, 1%, 4%, -9%, -1%, -2%
Cc1cc(S(=O)(=O)N2CCCCCC2)c(Cl)cc1Cl
 : -7%, 5%, -11%, -3%, -1%, 1%, -2%, 3%
CN1CCN(S(=O)(=O)c2ccc(NC(=O)c3cccc(S(=O)(=O)N4CCCC4)c3)cc2)CC1
 : -2%, -24%, -5%, -5%, 13%, ?, 1%, 6%
COc1ccc(N(CC(=O)N2CCCCCC2)S(=O)(=O)c2c(C)[nH]c(=O)[nH]c2=O)cc1
 : -9%, -1%, -8%, -4%, 0%, -7%, -3%, 8%
COC(CNC(=O)c1cccc2c1C(=O)N(Cc1cccnc1)C2)OC
 : i, 4%, 0%, ?, -2%, 4%, 1%, -20%
O=C(O)c1cc(-c2cccnc2)nc2ccccc12
 : 1%, -5%, nt, nt, 1%, nt, 1%, 3%
O=C1CC(Cc2ccccc2)C(=O)N1c1ncccn1 (configuration not stated)
 : -13%, -3%, nt, ?, -12%, nt, 14%, 11%
CC(C)(C)C(=O)Cn1ncc(Cl)c(Cl)c1=O
 : -1%, -1%, -72%[inhibitor], ?, -3%, nt, 1%, 3%
CC1CCc2sc3ncn4nc(C(=O)NCc5ccco5)nc4c3c2C1 (configuration not stated)
 : -12%, 1%, -10%, ?, -29%, 13%, 1%, -4%
CS(=O)(=O)N1CCN(c2cccc(Cl)n2)CC1
 : -10%, 0%, -35%, -9%, -1%, -3%, 1%, 6%

# One compound at a time, as listed above. Screens in order: RECQ1 helicase | TRb-SRC2 inh | SMN2 splice up | ALDH1A1 block | JMJD2E inh | LMNA splice mod | TR SRC2 fluor cs | GoLoco inh red
# COC(CNC(=O)c1cccc2c1C(=O)N(Cc1cccnc1)C2)OC across the screens: i | 4% | 0% | ? | -2% | 4% | 1% | -20%
# O=C(c1ccc(COc2c(F)c(F)cc(F)c2F)o1)N1CCN(c2ccc(Cl)cc2)CC1 across the screens: -8% | -2% | -25% | ? | 2% | ? | -7% | 12%
# O=C(CCNS(=O)(=O)c1cccc2nonc12)NC1CCCc2ccccc21 (configuration not stated) across the screens: -6% | 2% | ? | 14µM* | 1% | 7% | 0% | -4%
# O=C1CC(Cc2ccccc2)C(=O)N1c1ncccn1 (configuration not stated) across the screens: -13% | -3% | nt | ? | -12% | nt | 14% | 11%
# CCC1=C(OC(=O)N(CC)CC)N2C(=O)OC(=NCC(=O)OC)[C@]2(Cc2ccccc2)[C@H]2C1=CC[C@H]1C(=O)N(c3ccccc3)C(=O)[C@H]12 across the screens: -8% | 3%&-7% | -12% | ? | -13%&4% | nt | -4%&-2% | 9%&5%

# New compounds follow
# Results follow in this order: RECQ1 helicase, TRb-SRC2 inh, SMN2 splice up, ALDH1A1 block, JMJD2E inh, LMNA splice mod, TR SRC2 fluor cs, GoLoco inh red
COC(=O)CSc1n[nH]c(-c2cccnc2)n1
 : -3%, 4%, 4%, 12%, 9%, -1%, -1%, 4%
C/C(CCC(=O)OC[C@@H]1O[C@H](C#Cc2ccccc2)C=C[C@@H]1Oc1ccc(C)cc1)=N/OC[C@@H](O)[C@H]1O[C@H]2OC(C)(C)O[C@H]2[C@@H]1O
 : i[11.5 µM], -1%[11.2 µM], nt, -7%[13.5 µM], nt, nt, 1%[11.2 µM], nt
Cc1ccc(C(=O)O/N=C/c2c(C)nn(C)c2Cl)cc1
 : -13%, 12%, -1%, ?, 11%, ?, 1%, 5%
O=C(N/N=C\C=C\c1ccco1)c1cc(-c2ccc3ccccc3c2)n[nH]1
 : 13%, -23%, ?, 0%, 6%, ?, 3%, 17%
O=C(CCN1C(=O)C2C3C=CC(C3)C2C1=O)NC1CCCc2ccccc21 (configuration not stated)
 : i, -1%, 0%, ?, -1%, -7%, -4%, 0%
COc1ccc(/C=C2/SC(=O)NC2=O)cc1
 : -9%, -5%, nt, -6%, -12%, 23%[46 µM], -2%, 8%
CC(=O)Nc1ccc2c(c1)CCC2=O
 : -15%, -2%, 13%, 11%, 7%, -2%, -5%, -11%
COc1ccc(NC(=O)c2ccc(-c3ccc(-c4noc(C)n4)cc3C)cc2)cc1N1CCN(C)CC1
 : 41%&4%[activator], 3%&-4%, -90%[inhibitor], -12%&-9%, -2%&-27%, ?, -3%&0%, 15%&7%
CC1CCCN(c2ccc(C(=O)NCc3cccs3)cn2)C1 (configuration not stated)
 : -8%, -9%, 13µM*, ?, -21%, -8%, -6%, 27%
CC1(C)CC(=O)C2=C(C1)OC(c1ccncc1)C(C#N)=C2N (configuration not stated)
 : i, 2%, ?, ?, -3%, 6%, 1%, -3%
CCN(CC)C(=O)CSc1nnc(CCCCCNC(=O)OC(C)(C)C)o1
 : 0%, -8%, nt, 5%, 9%, 3%, 0%, nt
O=S1(=O)CCC(NC(=S)SCc2ccccc2Br)C1 (configuration not stated)
 : -13%, -7%, -3%, ?, 0%, nt, 0%, 4%
